HTR2A ag – mouse Htr2a agonists via beta-arrestin recruitment, primary screen, cell-based, luminescence; CHO-K1 mHTR2A beta-arrestin complementation; percent of 30 µM serotonin response; activation, % at 7.6 µM; 0.66% of 360,000 active; AID 624169, 2012;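 active = activation above a run cutoff, the mean activation of all tested compounds plus 3 SD, cut at about 14% in these data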;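 note: 0% = plate median of compound wells and 100% = 30 µM serotonin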
Target sequence (P35363 whole entry, looked up): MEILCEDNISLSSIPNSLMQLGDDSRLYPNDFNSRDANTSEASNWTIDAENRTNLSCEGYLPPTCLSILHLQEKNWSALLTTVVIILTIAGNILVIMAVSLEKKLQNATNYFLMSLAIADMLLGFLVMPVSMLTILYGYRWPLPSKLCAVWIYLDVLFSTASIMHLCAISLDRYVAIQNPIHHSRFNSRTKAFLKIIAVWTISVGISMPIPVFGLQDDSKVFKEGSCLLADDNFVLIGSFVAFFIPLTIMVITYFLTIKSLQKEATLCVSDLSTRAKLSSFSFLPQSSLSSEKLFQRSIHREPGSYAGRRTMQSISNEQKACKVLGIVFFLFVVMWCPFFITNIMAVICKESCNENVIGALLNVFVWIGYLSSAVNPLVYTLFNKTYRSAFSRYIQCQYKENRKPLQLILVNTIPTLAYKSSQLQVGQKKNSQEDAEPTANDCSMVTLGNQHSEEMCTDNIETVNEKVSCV
Glyco luc inh – increase of ERlucT glycosylation luciferase signal, primary screen, N-linked glycosylation inhibitor project, D54 ERlucT cells, luminescence, set 2 | D54 ERlucT glycosylation luciferase reporter, 24 h; percent of 100 nM tunicamycin response | reporter increase, % at 12.5 µM | 0.23% of 360,000 active | AID 588692, 2011;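 active = mean luciferase reporter signal, scaled so untreated is 0 and the glycosylation-blocking control 100, at or above a set limit in every replicate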;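 note: luciferase carries N-glycosylation sites so blocking glycosylation raises the light; 0% = median of neutral control wells and 100% = median of 100 nM tunicamycin wells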
MC4R antagonist – MC4R antagonists of cAMP signaling, primary screen, cell-based, TR-FRET, antagonist arm of biased-ligand search; Melanocortin receptor 4 (Homo sapiens), P32245; MC4R-expressing cells, MTII-stimulated cAMP, LANCE TR-FRET; inhibition, % at 6.5 µM; 0.48% of 360,000 active;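 active = inhibition above its plate's cutoff, the mean of tested wells on that plate plus 3 SD, cut at about 29% in these data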;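 note: 0% = Melanotan II alone and 100% = Melanotan II plus saturating MCL0020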
Target sequence (P32245 whole entry, looked up): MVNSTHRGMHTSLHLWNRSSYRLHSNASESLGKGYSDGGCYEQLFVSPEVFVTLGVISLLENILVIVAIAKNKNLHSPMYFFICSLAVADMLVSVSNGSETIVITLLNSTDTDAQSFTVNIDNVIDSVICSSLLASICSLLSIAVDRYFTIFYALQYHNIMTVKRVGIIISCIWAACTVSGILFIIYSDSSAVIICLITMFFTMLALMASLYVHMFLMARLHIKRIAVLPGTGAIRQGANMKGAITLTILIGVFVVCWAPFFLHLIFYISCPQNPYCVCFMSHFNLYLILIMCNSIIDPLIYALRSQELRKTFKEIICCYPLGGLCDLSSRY
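Test system: U2OS cells stably expressing human melanocortin 4 receptor (MC4R); also added: Melanotan II challenge; compound: 6.5 µM single dose; timing: 30-min compound preincubation, 1-h Melanotan II challenge, 1-h detection, room temperature; signal: Eu-cAMP/anti-cAMP TR-FRET, emission 671 nm; repeats: one well per compound, no replicates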
H9c2 protect – cardioprotection against H2O2-induced cell death, primary screen, uHTS, H9c2 cells, ATPLite luminescence; H9c2 cardiomyocytes, H2O2 injury protection, 2 h; protection from H2O2 cell death, % at 20 µM; 0.63% of 360,000 active; AID 588492, 2011;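 active = compounds giving at least 50% protection of heart cells from peroxide-induced death in the single-dose screen, raw or plate-pattern-corrected value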;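 note: 0% = DMSO wells with peroxide and 100% = DMSO wells without peroxide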
ABHD5 PLIN5 PPI – ABHD5-PLIN5 interaction inhibitors, primary screen, cell lysate, split luciferase complementation, luminescence; Perilipin-5 (Homo sapiens) + 1-acylglycerol-3-phosphate O-acyltransferase ABHD5 (Homo …; Split G. princeps luciferase complementation, 4 h; inhibition, % at 4 µM; 0.78% of 360,000 active; AID 602281, 2012;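 active = inhibition above the mean inhibition across every tested compound plus 3 SD, cut at about 22% in these data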;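 note: 0% = DMSO only wells and the 100% control is not disclosed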
hiPSC survival – enhancers of single-cell hiPSC survival, primary screen, ATPlite luminescence; AID 602274, 2012; 100% = ROCK inhibitor wells, 0% = DMSO; 0.044% of 360,000 active; survival enhancement, % at 20 µM; in the data active = survival enhancement above about 18%;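 note: cells exposed to compounds for 16 hours before the ATP read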
Granule exo inh – LAMP-1 surface exposure blockers, TALL-104 cells – cell-based, flow cytometry, MLPCN library, primary screen; AID 651702, 2012; inhibition, % at 10 µM; TALL-104 LAMP-1 surface exposure; cells stimulated with thapsigargin and PMA; 0.66% of 360,000 active;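 active = inhibition above about 55%, limit read from the data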
ABCB6 inh MLPCN – ABCB6 transporter inhibitors, primary screen, K562-ABCB6 cells, flow cytometry, MLPCN library. K562-ABCB6 porphyrin accumulation, 1 h; hits give low values. AID 602162, 2011. fluorescence ratio to DMSO, % at 10 µM. 0.19% of 360,000 active. ATP-binding cassette sub-family B member 6 (Homo sapiens), Q9NP58;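 active = fluorescence ratio to DMSO below 75%, the collection mean minus 3 SD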;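 note: signal is porphyrin accumulated inside mitochondria; 100% equals median channel fluorescence of DMSO control wells; lower ratio means ABCB6 inhibition with less porphyrin fluorescence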
aDG glyco act – activators of alpha-DG glycosylation, primary screen, uHTS, Pro5-aDG cells, AlphaScreen; alpha-DG glycosylation AlphaScreen (IIH6); 0% Pro5, 100% B10-LARGE cell signal; activation, % at 10 µM; 0.22% of 360,000 active; AID 624168, 2012;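 active = activation of at least 8% versus controls, or a plate z-score of at least 8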;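 note: Pro5 are CHO cells carrying HIG-tagged alpha-DG that lacks glycosylation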
MC4R ag barr – MC4R agonists recruiting beta-arrestin, primary screen, cell-based, luminescence, agonist arm of biased-ligand search | Melanocortin receptor 4 (Homo sapiens), P32245 | U2OS MC4R beta-arrestin complementation; percent of melanotan II response, DMSO zero | activation, % at 8.9 µM | 0.98% of 360,000 active;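 active = activation above a per-plate cutoff, the mean activation of sample wells on that plate plus 3 SD, cut at about 8% in these data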
An asterisk follows results filed as active; · = no result given. Rows were taken by chance. Share with any hit: about 4.5%.

SMILES	HTR2A ag	Glyco luc inh	MC4R antagonist	H9c2 protect	ABHD5 PLIN5 PPI	hiPSC survival	Granule exo inh	ABCB6 inh MLPCN	aDG glyco act	MC4R ag barr
CC1CCCN(C(=O)Nc2ccc(Br)cc2Cl)C1 (stereo unspecified)	1.3	1.9	2.3	2.8	0.7	0.9	-6.5	98.0	-0.2	-0.8
Cc1c(C(=O)NCc2ccc3c(c2)OCO3)oc2ccc(S(=O)(=O)N3CCCCC3)cc12	-1.3	-9.1	8.8	-0.2	-3.9	-0.2	-2.3	91.0	0.0	-0.3
O=C(Nc1cccc(C(F)(F)F)c1)Nc1nnc([C@H]2C[C@H](O)[C@@H](CO)O2)s1	-4.8	-1.6	4.7	-2.5	6.4	-1.4	-3.7	84.0	-0.2	0.9
CC(C)C[C@H](NC(=O)c1[nH]cnc1C(=O)N[C@@H](C)C(=O)OC(C)(C)C)C(=O)OCc1ccccc1	-3.2	-8.1	18.6	-2.6	1.3	-1.5	4.8	100.0	0.1	0.3
COc1ccccc1NC(=O)NNC(=O)CCN1CCOCC1	-3.8	0.4	-2.9	5.9	-0.1	-0.2	1.1	104.0	-0.4	-0.7
C[C@@H]1CCCCO[C@@H](CN(C)S(=O)(=O)c2cn(C)cn2)[C@@H](C)CN([C@H](C)CO)C(=O)c2cc(NC(=O)Nc3ccc(C(F)(F)F)cc3)ccc2O1	0.6	-0.7	9.0	9.1	-10.3	1.7	-0.4	96.0	-0.4	-1.8
COc1ccc(CCNC(=O)COc2ccc(S(=O)(=O)NC3CCCCC3)cc2Cl)cc1	-2.8	-5.1	4.3	-16.5	-11.4	0.4	-0.7	101.0	0.1	6.6
Cc1cc(C)c(C#N)c(Cl)n1	0.3	2.6	0.0	-0.7	-0.2	0.3	0.9	102.0	-0.3	-0.8
O=C(Nc1cccc(NC(=S)NC(=O)c2cccs2)c1)c1ccccc1	-1.4	2.0	6.0	-5.6	-3.5	-0.3	1.0	98.0	-0.1	11.8*
O=C(NCc1ccc2c(c1)OCO2)C1CCN(S(=O)(=O)N2CCOCC2)CC1	2.5	-0.1	7.5	8.9	-1.2	-2.4	1.1	102.0	-0.2	-2.2
Cc1cc(C)cc(C(O)c2ncc(-c3ccccc3C)[nH]2)c1 (stereo unspecified)	-2.4	-2.2	2.2	-5.3	-1.3	0.1	-6.9	91.0	0.2	-2.1
CC(CCc1ccccc1)NC(=O)c1cccnc1 (stereo unspecified)	-1.8	-1.5	-5.6	5.8	-2.3	-0.3	-2.8	96.0	0.1	-0.5
Cc1ccc(C(=O)NNC(=O)CCCCC(=O)NNC(=O)c2ccc(C)cc2)cc1	-1.2	2.7	-5.8	3.0	-0.3	0.5	-0.6	98.0	0.1	-1.3
Cc1csc(NC(=O)Cc2nn(C)c(=O)c3ccccc23)n1	7.3	0.0	6.6	-21.6	-9.4	-1.0	-0.2	90.0	5.0	-1.2
CCNc1nc(Cl)nc(NNC(=O)C(C)Oc2ccccc2)n1 (stereo unspecified)	4.8	1.4	5.1	1.9	7.2	2.7	-0.7	101.0	0.1	-0.1
CCOc1cc(N2CCOCC2)c(OCC)cc1NC(=O)c1ccccc1C	-1.0	-0.7	2.1	13.2	-1.2	0.4	2.7	98.0	-0.4	-1.5
Cc1ccc(N=Nc2ccc(O)cc2)c(Br)c1	-1.5	-10.2	-1.4	-19.9	-1.6	0.2	-21.3	95.0	-0.2	-1.4
CC(=O)NCC(=O)NC1(C(=O)NC2CCCC2)CCCCC1	1.0	1.1	1.4	-3.1	-1.7	-1.1	-1.0	93.0	-0.1	-1.2
COc1cc(C)c(Cl)cc1S(=O)(=O)NCCCN1CCOCC1	-3.3	0.2	3.8	-0.2	0.6	2.1	0.2	103.0	0.0	0.2
O=C(CCNC(=O)C1CCN(S(=O)(=O)c2ccccc2)CC1)NCc1cccnc1	8.6	-0.3	2.0	-3.3	3.0	3.1	-7.5	98.0	-0.1	2.2
CCOC(=O)c1c(NC(=O)C2Cc3ccccc3C(=O)O2)sc2c1CCCC2 (stereo unspecified)	3.0	0.7	5.1	-2.9	-1.5	0.2	-0.9	92.0	-0.1	1.1
COc1ccc(Cl)cc1N(CC(=O)N1CCN(Cc2ccccc2)CC1)S(C)(=O)=O	-4.8	-0.2	6.0	-1.5	4.8	-0.1	0.3	98.0	-0.1	-2.1
C[C@@H]1COC(=O)[C@H](CC(=O)OC(C)(C)C)C/C=C\C[C@H](CC(=O)NCCO)C(=O)N1	-0.2	-0.4	7.1	6.6	0.7	-1.4	0.4	99.0	0.4	-0.1
O=C1Cc2cc(NS(=O)(=O)c3cc(F)ccc3F)cc3c2N1CCC3	5.8	1.9	20.0	3.7	12.5	0.0	-19.0	96.0	-0.1	-2.6
CC1CC(C)CN(C(=O)CN2C(=O)NC3(CCCCCC3)C2=O)C1 (stereo unspecified)	-2.6	-0.4	6.0	-1.0	2.3	4.2	1.9	102.0	0.4	-1.3
SMILES	HTR2A ag	Glyco luc inh	MC4R antagonist	H9c2 protect	ABHD5 PLIN5 PPI	hiPSC survival	Granule exo inh	ABCB6 inh MLPCN	aDG glyco act	MC4R ag barr
Nc1nnnn1/N=C/c1cccs1	3.0	2.6	6.2	-6.6	-0.2	-1.4	-0.1	100.0	-0.1	-0.1
N#Cc1c(SCC(=O)Nc2ccccc2C(F)(F)F)sc2c(O)cc(=O)[nH]c12	1.5	0.4	5.2	7.2	-0.8	-0.5	-1.5	92.0	-0.1	-1.3
CC(C)Sc1n[nH]c(=O)n1-c1ccccc1	-3.3	0.4	10.1	7.1	2.1	-0.4	-1.9	102.0	0.1	-1.4
Cc1cccc2sc(N3CCN(C(=O)C4COc5ccccc5O4)CC3)nc12 (stereo unspecified)	5.6	0.7	6.3	-5.1	-2.7	0.4	-5.8	97.0	-0.3	-0.9
CCC(=O)N1CCc2cc(Br)cc(S(=O)(=O)NCCN3CCCCC3CC)c21 (stereo unspecified)	-5.9	2.8	5.3	-0.1	-0.3	-1.8	-0.7	93.0	0.0	0.1
COc1ccc(-n2c(SCC#N)nnc2-c2ccc(NS(=O)(=O)c3ccc(C)cc3)cc2)cc1	6.0	-2.7	3.1	-2.9	10.9	-2.6	-0.9	102.0	0.2	0.3
Cc1nc2c(ccc3nc(NC(=O)Cc4ccccc4)sc32)s1	5.4	-3.6	10.6	11.5	1.5	0.5	-2.8	98.0	-0.2	-0.6
O=C(C(=O)N1CCOCC1)c1c[nH]c2ccccc12	3.2	1.4	1.6	-2.5	0.1	0.3	4.8	90.0	0.4	-1.1
COC(=O)c1ccc(C(=O)OC)c(NS(C)(=O)=O)c1	7.0	0.9	-2.0	5.5	6.3	0.4	1.4	107.0	0.1	1.2
CCCC(C(=O)NC1CCCC1)N(Cc1ccc(OC)cc1)C(=O)c1snc(C(N)=O)c1N (stereo unspecified)	1.1	-2.5	4.9	2.6	-0.1	-0.7	40.0	100.0	0.0	-2.0
COc1ccc(-c2[nH]nc3oc(=O)c(CCO)c(C)c23)cc1	1.5	-1.3	-2.6	-7.8	-9.2	1.4	-2.9	97.0	-0.1	-0.2
Cc1ccc(S(=O)(=O)N(C)c2ccc(OCC(=O)N3CCCCC3)cc2)cc1	-3.1	1.1	5.4	-10.3	-1.9	-0.5	2.7	100.0	-0.6	0.1
O=C1CCc2cc(S(=O)(=O)N3CCN(c4ccccc4F)CC3)ccc2N1	13.4	1.8	4.8	-9.8	0.9	-1.2	-0.4	94.0	0.5	-0.3
O=c1c([N+](=O)[O-])cccn1Cc1ccccc1Cl	-1.2	4.1	6.6	1.5	-4.5	2.5	1.7	107.0	-0.3	-0.8
CCN(CC)c1ncnc2c1ncn2[C@H]1CN(Cc2ccc3c(c2)OCO3)C[C@@H](CO)O1	2.0	0.7	4.3	1.3	-6.8	1.0	-1.4	101.0	0.1	-1.4
CC(C)C(c1nnnn1Cc1ccco1)N1CCN(c2cccc(Cl)c2)CC1 (stereo unspecified)	-2.4	-5.5	-2.7	8.0	-1.3	-3.1	4.1	150.0	0.0	2.4
Cc1ccc(S(=O)(=O)N2CCCN(c3nc4cc(C)ccc4cc3C#N)CC2)cc1	-1.6	0.4	-3.1	-10.0	-5.5	-0.8	-1.2	162.0	0.0	-0.5
Cc1ccc(CSc2nnc(NC(=O)C3=COCCO3)s2)cc1	1.6	-1.1	0.6	-7.7	-2.6	-0.2	-4.4	104.0	-0.2	-0.7
C/C=C/C1=CC(=O)C[C@H](c2ccc(Cl)cc2)C1	-1.0	-2.3	8.7	2.1	14.3	-1.4	-1.4	96.0	0.5	2.8
Cc1cccc(C)c1NC(=O)CN(C)C(=O)c1ccc(N2C(=O)CCC2=O)cc1	10.8	0.8	9.2	-1.7	-6.1	-0.4	1.3	94.0	0.1	-0.2
Cc1ccc(OCc2ccc(C(=O)O)o2)c([N+](=O)[O-])c1	-3.7	-2.6	0.6	0.7	1.3	1.4	-0.9	99.0	-0.1	-1.7
O=C(O)c1ccc(-c2nnc(-c3cccc(Br)c3)o2)cc1	2.5	5.2	3.9	16.0	-3.2	0.7	6.5	102.0	-0.1	-1.5
Cc1ccc(CNC(=O)C(=O)NCCC2CCCCN2S(=O)(=O)c2ccc(C)cc2)cc1 (stereo unspecified)	3.2	-2.4	2.0	-14.1	-2.1	-0.4	-2.1	95.0	0.4	-2.9
O=C(Nc1nc2c(Cl)c(Cl)ccc2s1)C1CC1	-0.8	0.3	3.5	-6.5	-3.7	-1.4	-2.0	94.0	0.8	0.9
CC(=O)Nc1ccc(S(=O)(=O)Nc2ccccc2C(=O)N2CCCCC2)cc1	-5.2	-1.4	10.2	-2.3	-1.6	-0.3	-2.4	98.0	0.1	-3.0
Clc1ccc2nc(C3CCCCC3)c(Cc3ccccc3)n2c1	5.6	2.8	·	2.6	-0.6	-0.4	-4.9	101.0	0.1	·
O=C(CC(Nc1ccccc1)c1ccccc1)C1CC1 (stereo unspecified)	-3.4	-0.8	0.7	1.1	-1.9	-0.5	-2.9	105.0	0.1	0.1
NC(=O)C1CCCN1S(=O)(=O)c1ccc2ccccc2c1 (stereo unspecified)	9.4	-2.0	4.1	-1.5	13.6	-0.4	-7.1	96.0	-0.2	1.5
CCCCNC(=O)CN1C(=O)COc2ccc(S(=O)(=O)N3CCCCCC3)cc21	1.5	-2.1	5.8	2.9	-3.5	0.4	16.0	94.0	-0.1	-0.2

Bioassay records: PubChem BioAssay, several laboratories
